Screening results (PubChem BioAssay)
DAGLB inh – DAGLB lipase inhibitors, primary screen, biochemical, fluorescence, HTS. Diacylglycerol lipase-beta (Homo sapiens), Q8NCG7. HEK293T DAGLB membrane lysate, EnzChek fluorogenic substrate. inhibition, % at 5.17 µM. 340,000 compounds, 0.059% hits. AID 504411, 2011; in the data active means inhibition above about 34%;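 further: 0% = enzyme with vehicle and 100% = wells lacking enzyme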
OPRM1-OPRD1 ag – agonists of OPRM1-OPRD1 heterodimerization, primary screen, cell-based, luminescence | cells | activation, % at 9.3 µM | 340,000 compounds, 0.3% hits | AID 504326, 2011; in the data active means activation above about 18%;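 further: 0% = vehicle-treated cells and 100% = reference agonist; values of inactives mirror those of a sister screen read the other way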
Arr AP2 block – inhibitors of beta-arrestin/AP2 binding, primary screen, biochemical, GPCR trafficking, flow cytometry. beta-arrestin 1 C-terminal peptide binding to AP2 beta2-adaptin appendage (human). FITC-arrestin peptide / GST-AP2 beads; AP2 beta2 appendage carries R879A mutation. inhibition, % at 10 µM. 340,000 compounds, 0.31% hits. AID 504490, 2011;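 active means inhibition above a set limit, near 3 SD of compounds lacking own fluorescence, cut at about 54% in these data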;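 further: plate controls were DMSO wells for no effect and 5 µM unlabelled arrestin peptide for full effect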
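System: GST-AP2 R879A glutathione beads. Medium: PBS with 0.05% Tween 20 and 0.1% BSA. Also added: FITC-arrestin peptide, 50 nM. Incubation: 12 min plus 1 h, RT. Measured by: high-throughput flow cytometry of beads, ex 488, em 535 nm. Evaluation: percent drop in bead-associated FITC signal.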
PKA-R1A act – activators of PKA-R1A holoenzyme, primary screen, biochemical, fluorescence polarization, Cy5-IP20, bovine R1A, mouse PKAc. activation, % at 11.4 µM. cAMP-dependent protein kinase type I-alpha regulatory subunit (Bos taurus) + …. PKA-R1A dissociation; scaled: DMSO 0%, 113 µM cGMP 100%. AID 504707, 2011. 340,000 compounds, 0.083% hits;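 active means percent activation above the mean of all tested compounds plus 3 SD, cut at about 19% in these data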;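 further: higher means more PKAc released from R1A so a rise in polarization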
HTR5A ag ctr – HTR5A agonists in luminescence cell assay, primary screen, counter-screen for OPRM1-OPRD1 heterodimer agonist project, full-deck HTS. activation, % at 9.3 µM. AID 504692, 2011. 340,000 compounds, 0.61% hits. 5-hydroxytryptamine receptor 5A (Homo sapiens), P47898. cell-based; in the data active means activation mostly above about 9.5%, no sharp cut-off; inactive means mostly below about 7.6%;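 further: 0% = cells with vehicle only and 100% = reference agonist; strong numbers were not always called active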
Target sequence (P47898 whole entry, looked up): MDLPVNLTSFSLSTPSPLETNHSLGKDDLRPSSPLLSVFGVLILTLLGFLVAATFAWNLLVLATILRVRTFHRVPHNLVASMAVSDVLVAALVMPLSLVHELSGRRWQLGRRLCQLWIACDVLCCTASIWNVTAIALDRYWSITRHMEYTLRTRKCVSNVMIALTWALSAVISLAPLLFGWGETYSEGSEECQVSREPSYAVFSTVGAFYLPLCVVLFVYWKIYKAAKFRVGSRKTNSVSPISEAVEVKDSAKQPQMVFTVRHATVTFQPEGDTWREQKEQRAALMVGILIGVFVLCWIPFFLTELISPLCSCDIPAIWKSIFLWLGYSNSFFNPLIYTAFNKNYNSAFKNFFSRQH
V-ATPase pH – regulators of yeast V-ATPase proton pumping, primary screen, pHLuorin cytosolic pH fluorescence; 350,000 compounds, 0.37% hits; S. cerevisiae; response, % at 10 µM; in the data active means response mostly above about 7.3%, no sharp cut-off; inactive means mostly below about 5.4%; further: actives read high; inactives centre near 0; some compounds called inactive have numbers as strong as hits; reference of the scale not given here
PKA-R2B activ – activators of PKA-R2B holoenzyme, primary screen, biochemical, fluorescence polarization, Cy5-IP20, human; cAMP-dependent protein kinase catalytic subunit beta (Homo sapiens) + cAMP-dependent …; PKA-R2B holoenzyme dissociation; R2B truncated from residue 108, S112A mutant; 0% DMSO only, 100% 113 µM cGMP; activation, % at 11.4 µM; 340,000 compounds, 0.079% hits;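 active means activation above a cutoff set at the mean over all compounds plus 3 SD, cut at about 18% in these data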;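 further: higher means more holoenzyme dissociation and a rise in polarization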
Target sequence (P31323 whole entry, looked up, other chains not shown, the tested form may be a part): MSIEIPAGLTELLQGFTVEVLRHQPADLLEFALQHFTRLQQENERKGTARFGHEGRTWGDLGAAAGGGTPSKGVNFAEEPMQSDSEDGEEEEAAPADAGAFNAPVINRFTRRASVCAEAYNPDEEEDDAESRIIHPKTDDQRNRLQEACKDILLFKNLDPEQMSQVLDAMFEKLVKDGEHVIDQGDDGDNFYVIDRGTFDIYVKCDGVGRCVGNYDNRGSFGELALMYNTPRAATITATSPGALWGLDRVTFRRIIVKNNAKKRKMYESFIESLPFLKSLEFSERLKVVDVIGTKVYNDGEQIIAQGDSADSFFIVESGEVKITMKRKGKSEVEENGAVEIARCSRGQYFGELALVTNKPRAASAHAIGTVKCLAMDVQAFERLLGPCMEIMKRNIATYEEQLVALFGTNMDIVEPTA
Pemphigus Ab inh – inhibitors of pemphigus antibody binding to DSG3, primary screen, biochemical, bead-based, flow cytometry, scFv-GFP; 310,000 compounds, 0.48% hits; Desmoglein-3 (Homo sapiens), P32926; DSG3-coupled beads, scFv-anti-DSG3-GFP binding; hits give low values; binding (percent of control), % at 10 µM;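 active means binding more than 3 SD below its plate's average and above zero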;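 further: hits lower antibody fragment binding to DSG3; some compounds called inactive have numbers as strong as hits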
HTR5A inv ctr – HTR5A inverse agonists in luminescence cell assay, primary screen, counter-screen for OPRM1-OPRD1 heterodimer inverse agonist project, full-deck HTS; inhibition, % at 9.3 µM; HTR5A cell line, inverse agonism; 340,000 compounds, 0.083% hits; in the data active means inhibition mostly above about 23%, no sharp cut-off; inactive means mostly below about 18%;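 further: 0% = cells with DMSO and 100% = no-cell wells with DMSO; some compounds called inactive have numbers as strong as hits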
MOR-DOR inv ag – inverse agonists of MOR-DOR heterodimerization, primary screen, cell-based, luminescence; inhibition, % at 9.3 µM; Mu-type opioid receptor (Homo sapiens) + Delta-type opioid receptor (Homo sapiens), …; 340,000 compounds, 0.21% hits; cell-based MOR-DOR heterodimer luminescence, inverse agonism; in the data active means inhibition above about 22%, passing the limit was not always enough;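 further: 0% = cells with DMSO and 100% = wells without cells with DMSO; values of inactives mirror those of a sister screen read the other way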
* hit, by the source's call; . = not tested or not shown.

# | smiles | Arr AP2 block | MOR-DOR inv ag | HTR5A ag ctr | OPRM1-OPRD1 ag | V-ATPase pH | PKA-R2B activ | Pemphigus Ab inh | PKA-R1A act | HTR5A inv ctr | DAGLB inh
1 | CCc1cc2c(=O)c(-c3cnn(-c4ccccc4)c3)coc2c(CN2CCOCC2)c1O | 8 | 15 | -4 | -2.4 | 7 | 10 | . | -1 | -22 | -1
2 | Cc1cccc(NC(=S)NC(=O)/C=C/c2ccco2)c1 | -18 | 5 | -3 | -1.1 | -3 | -4 | 95 | -3 | 4 | -3
3 | Cc1ccc(-c2cccc(C(=O)NCc3ccccc3)n2)c2ccccc12 | 8 | -11 | 10 | 1.8 | -1 | -14 | 114 | -14 | -26 | -11
4 | O=C(N/N=C/c1ccc2c(c1)OCO2)C(O)c1ccccc1 (configuration not stated) | -5 | 8 | -1 | -1.5 | 2 | -4 | 91 | 2 | 7 | -1
5 | COc1ccc(C2C(C(=O)NCc3ccco3)CCC(=O)N2c2ccc(OC)cc2)cc1 (configuration not stated) | 11 | -2 | 3 | 0.4 | -1 | -11 | 95 | -7 | -11 | -1
6 | CN(C)C(CNc1nnnn1-c1ccccc1)c1ccco1 (configuration not stated) | 6 | 10 | -4 | -2.2 | 1 | -4 | 100 | 0 | -10 | -1
7 | O=C(CNS(=O)(=O)c1cccc(Cl)c1)OCc1csc(-c2ccccc2)n1 | -2 | -16 | 0 | 2.9 | -3 | -1 | 120 | 5 | -13 | -3
8 | O=[N+]([O-])c1cc2no[n+]([O-])c2cc1N1CCCCC1 | 37 | -50 | 1 | 11 | 42* | -13 | 75 | -10 | -2 | 7
9 | Cc1ccc(OCC(=O)Nc2ccon2)c([N+](=O)[O-])c1 | 24 | 9 | -2 | -2.9 | -1 | 4 | 112 | -1 | 15 | -3
10 | CN(CCc1cnn(C)c1)Cc1cn(C)nc1-c1ccccc1F | 1 | -10 | 1 | 2.0 | 1 | -4 | 96 | 0 | -4 | 2
11 | O=[N+]([O-])c1ccccc1Nc1c2ccccc2nc2ccccc12 | 17 | -20 | 3 | 3.9 | -1 | -3 | 92 | -7 | -8 | 23
12 | CC(C)c1ccccc1-n1c(SCc2cc(=O)oc3ccc4ccccc4c23)nnc1-c1cccnc1 | -19 | -1 | 8 | 0.1 | -3 | 3 | 103 | -1 | 3 | 0
13 | COc1cccc(/C=C/C(=O)NNC(=O)CCN2CCN(Cc3ccccc3)CC2)c1 | -1 | -1 | -2 | 0.2 | 0 | 2 | 102 | -3 | 5 | -2
14 | O=C1[C@H]2[C@@H](c3ccc(Cl)cc3)N3C(=O)N(c4cccc(F)c4)C(=O)[C@@]3(Cc3ccc(Cl)cc3)[C@H]2C(=O)N1C1CCCCC1 | 23 | 14 | 1 | -2.6 | 4 | -7 | 95 | 0 | 11 | -5
15 | Cn1c2nc3ccccc3c-2nc2ccccc21 | . | . | . | . | -1 | -5 | 105 | 3 | . | 9
16 | Clc1ccc2nc(-c3ccc(Cl)nc3)[nH]c2c1 | -5 | -24 | 2 | 5.3 | 0 | -8 | 114 | -1 | -8 | -2
17 | CCCc1cc(=O)[nH]c(SCC(=O)N(CCOC)c2c(N)n(Cc3ccccc3)c(=O)[nH]c2=O)n1 | -5 | 5 | 0 | -0.7 | 2 | 6 | 103 | 0 | 13 | 2
18 | O=C(NC1CC1)c1cc2ccccc2o1 | 30 | 1 | -2 | -0.4 | 0 | -5 | 107 | -1 | 6 | 3
19 | COC(=O)[C@]1(Cc2ccccc2)N[C@H](CN(C)C(=O)c2ccc(F)cc2)[C@@H]2C(=O)N(C)C(=O)[C@@H]21 | -2 | 9 | -2 | -1.9 | -1 | 6 | 114 | 0 | 7 | -1
20 | CCOC(=O)C1(c2nc(N)cs2)COC(=O)C1 (configuration not stated) | -7 | 18 | 0 | -3.6 | 0 | -1 | . | -6 | 1 | -3
21 | Cc1ccc(S(=O)(=O)N2CCN(c3ccc(C(F)(F)F)cc3[N+](=O)[O-])CC2)cc1 | 1 | -2 | 5 | 0.4 | 5 | 6 | 67* | -16 | -5 | -2
22 | COc1cc(OC)c(OC)cc1CN(C)C(c1ccccc1)c1nnnn1-c1ccccc1C (configuration not stated) | -2 | 17 | 0 | -3.6 | -2 | 4 | 95 | -1 | 8 | -1
23 | COc1cccc(Cn2cnc3c(N)c(C)c(C)cc32)c1 | 13 | -9 | 2 | 1.5 | -1 | -3 | 137 | 3 | -6 | 3
24 | O=C(c1c[nH]c(C(=O)C(Cl)(Cl)Cl)c1)c1ccccc1F | 29 | 16 | 5 | -3.3 | -2 | -2 | 105 | -12 | -18 | -4
25 | c1ccc(C2CC(c3cccs3)Nc3nnnn32)cc1 (configuration not stated) | 4 | 8 | -1 | -1.6 | 2 | -11 | 112 | -2 | -2 | -1
26 | CCN(CC(=O)Nc1c(F)cccc1F)C(=O)Cn1[nH]c(=O)c2ccccc2c1=O | -1 | 8 | 4 | -2.0 | -1 | -14 | 112 | 7 | -9 | 2
27 | CCOC(=O)c1nccnc1C(=O)Nc1cccc(C(F)(F)F)c1 | 4 | 0 | 4 | -0.1 | 0 | -3 | 114 | 1 | -11 | -2
28 | CCOC(=O)N1CCN(C(=O)COC(=O)CNC(=O)c2ccc(Cl)cc2Cl)CC1 | 4 | 14 | -3 | -2.6 | 1 | -4 | 114 | -7 | 7 | -2
29 | Cc1ccc2c(c1)/C(=C/c1ccccc1)C(=O)N2 | -16 | -10 | 0 | 2.0 | 0 | -6 | 112 | -2 | -2 | 2
30 | COc1ccnc(Oc2ccc(F)cc2)c1C(=O)N/C=N/OCc1cccc(F)c1 | 40 | 9 | 7 | -1.7 | 4 | 0 | 100 | -5 | -10 | -1
31 | COc1ccccc1C(=O)C1CCCN(C(=O)c2ccccn2)C1 (configuration not stated) | 32 | 9 | -1 | -1.8 | 2 | 1 | 98 | -3 | 4 | -1
32 | COc1ccc(OCc2n[nH]c(=S)n2N)cc1 | -7 | -8 | -1 | 1.6 | 0 | 4 | 90 | -2 | 3 | -1
33 | Cc1nc2ccc(S(=O)(=O)NC(C(=O)N3CCC(C)CC3)C(C)C)cc2s1 (configuration not stated) | 10 | 0 | 1 | -0.1 | -3 | 0 | 107 | 6 | -4 | 1
34 | CCCCN1C(=O)C(CC(=O)NCc2cccs2)CC(C(=O)N(C(C)C)C(C)C)=C1C (configuration not stated) | . | . | . | . | 2 | 4 | 101 | 14 | . | 0
35 | O=C(NN=C1CCCC1)c1ccn[nH]1 | -4 | 8 | 1 | -1.6 | -3 | -8 | . | -7 | -4 | -1
36 | CC(C)(C)c1ccc(OC(=O)N2CCOCC2)cc1 | -5 | 7 | -1 | -1.4 | 3 | -5 | 91 | -13 | -8 | -3
37 | CCN(Cc1ccccc1)S(=O)(=O)c1cn(C)cn1 | 2 | 6 | -4 | -1.3 | 0 | 0 | 101 | -3 | -17 | 1
38 | C=CCn1c2ccccc2c2nnc(SCC(=O)Nc3cc(C)on3)nc21 | -6 | 17 | -6 | -2.9 | -2 | 4 | 102 | 11 | 18 | 2
39 | COc1ccccc1NC(=O)c1ccc(NC(=O)C2CC2)cc1 | 41 | -1 | 4 | 0.1 | 1 | -5 | . | 6 | -13 | -3
40 | O=C(Nc1ccc(Cl)cc1)C1CCCN(c2ncnc3c2nc2n3CCCCC2)C1 (configuration not stated) | 33 | 7 | 6 | -1.3 | -3 | 5 | 98 | 1 | -8 | -5
41 | Cc1c(NC(=O)c2cccnc2Cl)c(=O)n(-c2ccccc2)n1C | -24 | 9 | 0 | -2.1 | -3 | -1 | 96 | 2 | 2 | 2
42 | Cn1nnnc1SCC(=O)Nc1ccccc1C(N)=O | 3 | -1 | 2 | 0.3 | 0 | -4 | 94 | 4 | -5 | -1
43 | Cc1cc(C)c(S(=O)(=O)O)c(C)n1 | 31 | 13 | 3 | -2.0 | -1 | 5 | 102 | 1 | -22 | -1
44 | C=CCN1CCN(C(=O)CCCc2ccccc2)CC1 | -3 | 8 | 0 | -1.7 | -1 | -8 | 115 | 9 | -1 | -1
45 | O=C(CSc1nnc(-c2cccnc2)n1CCc1ccccc1)NCc1ccccc1 | 5 | 3 | 3 | -0.5 | 2 | 8 | 91 | 1 | -12 | -3
46 | N#C/C(=C\Nc1ccccc1SC(F)(F)F)c1nc(-c2ccccc2)cs1 | 0 | 5 | 4 | -0.7 | . | -9 | 114 | -6 | -5 | -2
